Screening data: PubChem BioAssay, several laboratories
M1AAP inhibition – P. falciparum M1AAP inhibitors, biochemical, fluorogenic H-Leu-NHMec substrate, 1536-well (AID 1445); inhibition, % at 30 µM; hits with a dose series show IC50 in µM; recombinant M1AAP, H-Leu-NHMec fluorogenic kinetic assay; higher % means a stronger effect; 220,000 tested, 0.42% active;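 active = primary inhibition above the hit cutoff, then over 50% inhibition at one or more dose response concentrations, cut at about 23% in these data, passing the limit was not always enough; inconclusive = conflicting primary data, or primary hits not chosen for dose response; inactive = low primary inhibition, or under 50% at every dose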;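 note: plate controls were DMSO full reaction for no effect and no enzyme background for full effect; strong numbers were not always called active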
human PMI inhibition – inhibitors of human PMI, primary screen, biochemical, fluorescence intensity, coupled assay (AID 1209); one-dose inhibition, % at 20 µM; IC50 in µM for titrated hits; 190,000 tested, 0.42% active; purified PMI enzyme, coupled fluorescence intensity; higher % means a stronger effect;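 note: plate controls were DMSO vehicle for no effect and wells lacking substrate for full effect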
M17LAP inhibition – P. falciparum M17LAP inhibitors, primary screen, biochemical, fluorogenic H-Leu-NHMec substrate, 1536-well (AID 1619); Leucine aminopeptidase (Plasmodium falciparum (isolate 3D7)); recombinant M17LAP, H-Leu-NHMec fluorogenic kinetic assay; higher % means a stronger effect; 220,000 tested, 0.38% active; inhibition, % at 30 µM; hits with a dose series show IC50 in µM;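 active = compound inhibiting the enzyme by more than half at any dose during confirmatory dose-response retesting; inconclusive = strong single-dose inhibitors picked by rank but not retested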;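 note: plate controls were full reaction with DMSO carrier for no effect and no enzyme background for full effect; strong numbers were not always called active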
XIAP antagonists – XIAP antagonists, biochemical, IAP family, fluorescence polarization (AID 1018); E3 ubiquitin-protein ligase XIAP (Homo sapiens); XIAP BIR domain, fluorescence polarization peptide displacement; higher % means a stronger effect; displacement, % at 20 µM, or IC50 in µM where a hit was titrated; 200,000 tested, 0.007% active; in the data active = displacement above about 50%; note: a part of the inactive calls stands beside numbers as strong as those of hits
human PMI inhibitors – human PMI inhibitors, high substrate, primary screen, biochemical, fluorescence intensity, high mannose 6-phosphate (AID 1220); recombinant PMI enzyme, coupled fluorescence intensity; higher % means a stronger effect; one-dose inhibition, % at 20 µM; IC50 in µM for titrated hits; 190,000 tested, 0.66% active
Dynein cargo inh – inhibitors of GR-EGFP nuclear translocation, primary screen, dynein cargo transport inhibitor project, imaging, high-content, 3617.4 mouse cells; test concentration mostly 20 µM; stimulated with dexamethasone, 1 µM; stronger effect = lower value; z-score, hits read low; 220,000 tested, 0.47% active;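 active = plate z-score of nuclear minus cytoplasmic receptor signal below a set negative limit, without overly bright fluorescence or cell loss, cut at about -3.5 in these data, passing the limit was not always enough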;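 note: z-score of nuclear minus cytoplasmic ring GR-EGFP intensity difference per well; some compounds called inactive have numbers as strong as hits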
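Also added: dexamethasone, 1.0 µM final. Medium: tet-free, stripped-serum medium. Detection: fixed, Hoechst-stained cells imaged at 10x for EGFP. Read-out: nuclear-to-cytoplasmic GR-EGFP distribution per well. Times: induction 48 h, compound 1 h, agonist 30 min.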
SIAH1 antagonists – Siah-1 peptide-binding antagonists, primary screen, biochemical, fluorescence polarization, rhodamine-plectin, uHTS (AID 1817); one-dose displacement, % at 20 µM; IC50 in µM for titrated hits; Siah-1 / rhodamine-plectin peptide fluorescence polarization; higher % means a stronger effect; 290,000 tested, 0.02% active;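 active = displacement of at least 50% at 20 µM, with a fluorescence ratio check between 0.3 and a set limit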;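 note: plate controls were Siah plus tracer with DMSO for no effect and tracer alone without Siah for full effect; strong numbers were not always called active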
AID2073 – inhibitors of Mint1-CaV2.2 protein interaction, biochemical, HTRF (AID 2073) | Voltage-dependent N-type calcium channel subunit alpha-1B (Homo sapiens) | HTRF protein-protein interaction, Mint1-CaV2.2; higher % means a stronger effect | one-dose inhibition, % at 20 µM; IC50 in µM for titrated hits | 290,000 tested, 0.19% active; in the data active = inhibition mostly above about 51%, no sharp cut-off; inconclusive = no clear call, values can overlap the other calls; inactive = mostly below about 53%; note: some results filed as inactive read as strong as hits
LYP phosphatase – inhibitors of LYP phosphatase, biochemical, fluorescence intensity, uHTS (AID 1779). Tyrosine-protein phosphatase non-receptor type 22 (Homo sapiens). recombinant LYP phosphatase, fluorescence intensity; higher % means a stronger effect. inhibition, % at 11.5 µM; hits with a dose series show IC50 in µM. 290,000 tested, 0.054% active;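 note: plate controls were vehicle with enzyme for no effect and no enzyme for full effect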
Dynein cargo inh cytoplasmic EGFP – recorded beside Dynein cargo inh, whose call it bears; z-score; measured here: cytoplasmic GR-EGFP intensity; stronger effect = higher value
Dynein cargo inh nuclear GR-EGFP – further read-out of Dynein cargo inh, marked with its call; z-score; measured here: nuclear GR-EGFP intensity;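 lower value marks the stronger effect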
Dynein cargo inh cell count – recorded beside Dynein cargo inh, whose call it bears; z-score; measured here: cell count per field
* hit, by the source's call; ? = inconclusive; . = no result given. Cut-off read from the data, not from the text of the source, unless noted: active = inhibition above about 50%; inactive = the rest.

SMILES	M1AAP inhibition	human PMI inhibition	M17LAP inhibition	XIAP antagonists	human PMI inhibitors	Dynein cargo inh	Dynein cargo inh cytoplasmic EGFP	Dynein cargo inh nuclear GR-EGFP	Dynein cargo inh cell count	SIAH1 antagonists	AID2073	LYP phosphatase
CC12CC3(C)CC(C)(C1)CC(C(=O)Nc1nn[nH]n1)(C2)C3	21%	-9%	0%	-2.5%	-8%	1.5	-0.2	0.52	-0.48	2%	-5%	-3%
Cc1nn2c(COc3ccc(NC(=O)c4ccccc4)cc3)nnc2c2ccccc12	6%	7%	-4%	-18%	7%	-0.21	-0.25	-0.063	0.37	2%	28%	-3%
COc1ccccc1NC(=O)COC(=O)c1ccc([N+](=O)[O-])s1	5%	-5%	-4%	0.7%	6%	-0.31	-0.37	-0.014	0.87	9%	-12%	5%
CCCNC(=O)C/C(C)=N/NC(=O)C(=O)Nc1ccccn1	-1%	0%	23%	-3.8%	2%	2.1	-0.2	1.6	-1.1	4%	-1%	0%
COc1ccc(NC(=O)c2nc[nH]c2C(=O)N(C)Cc2ccccc2)cc1	2%	.	-4%	.	.	-0.057	-0.69	-0.0072	0.034	0%	16%	6%
COc1ccc(C2NC(C(=O)O)Cc3c2[nH]c2ccccc32)cc1CN1CCN(c2ccc(F)cc2)CC1 (stereo unspecified)	3%	.	6%	.	.	0.5	-0.54	-0.041	-0.38	-9%	9%	-4%
Cc1ccc(C(=O)N/C(=C\c2cccc([N+](=O)[O-])c2)C(=O)NCc2ccncc2)cc1	5%	-4%	5%	-8.8%	-8%	-0.76	-0.25	-0.18	0.36	0%	5%	-6%
O=C(O)COc1ccccc1/C=N/NC(=O)c1cccc(S(=O)(=O)N2CCOCC2)c1	11%	-18%	11%	-5.4%	-15%	0.21	0.13	-0.34	0.26	1%	-11%	-3%
Cc1cc([N+](=O)[O-])nn1CCCC(=O)Nc1cccc(Cl)c1Cl	1%	-7%	13%	-3.2%	-2%	0.2	-0.19	0.17	0.33	9%	14%	-4%
O=C(Cc1cccs1)N(Cc1ccco1)C1(C(=O)NC2CCCCC2)CCCCC1	12%	0%	1%	-5.2%	-4%	-0.098	-0.23	0.14	0.74	0%	-2%	0%
Cc1ccc(S(=O)(=O)n2nc(C)cc2N)cc1	-4%	14%	-5%	-8.6%	9%	0.15	0.028	0.28	-0.36	0%	-4%	-12%
CCc1cc2c3c(c1)C1(C(=O)N3C(C)(C)C=C2C)C(C#N)=C(N)Oc2[nH]c(=O)[nH]c(=O)c21 (stereo unspecified)	0%	-3%	-1%	-8.6%	18%	-0.8	-0.26	-0.11	0.11	-2%	-4%	-2%
O=C(NNC(=O)c1cccs1)c1ccc(S(=O)(=O)N2CCCCC2)cc1	2%	2%	-6%	-9.3%	-9%	0.3	-0.2	-0.24	-0.57	0%	-1%	-9%
CCCC(=O)Nc1cccc(NC(=O)c2ccc3c(c2)OCO3)c1	5%	9%	4%	0.2%	-4%	0.26	-0.089	0.15	-0.48	2%	-8%	5%
CCOCCCNc1nc2c([nH]1)c(=O)n(C)c(=O)n2C	9%	7%	13%	-5.1%	3%	-0.37	-0.055	0.33	1.6	-2%	-6%	5%
CC1CCCN(CCCOc2ccc(Br)cc2Cl)C1 (stereo unspecified)	4%	4%	0%	-5.9%	2%	-0.7	-0.19	-0.21	0.56	5%	-12%	1%
Cn1cnnc1SC1c2cccc3cccc(c23)C1NS(=O)(=O)c1ccc(Cl)cc1 (stereo unspecified)	-13%	2%	-7%	-1.1%	-6%	-1.1	0.0099	-0.26	1.9	-2%	3%	9%
O=C(N1CCCCCC1)n1c(Cc2ccccc2)nc2ccccc21	-2%	0%	10%	-12%	2%	-0.84	-0.25	-0.2	0.075	-1%	-1%	5%
O=C(Cn1nnc(-c2ccc(F)cc2)n1)OCC(=O)c1ccccc1	3%	-44%	2%	-9.4%	-19%	-1.1	-0.17	-0.15	0.16	-1%	-6%	-2%
C/C(=N/NC(=O)c1ccco1)c1ccc(NC(=O)c2ccc(F)cc2)cc1	12%	-7%	13%	2.4%	-2%	-0.64	-0.3	-0.51	0.2	-4%	17%	5%
CCOC(=O)C1CCN(S(=O)(=O)c2ccc(OCC)cc2)CC1	4%	12%	-12%	4.1%	5%	-0.67	-0.23	-0.39	1.4	1%	0%	2%
Cc1ccc(CN2CCSc3sccc3C2=O)cc1	5%	8%	3%	0.9%	0%	0.25	0.52	0.36	0.43	1%	22%	-2%
CCN(c1ccccc1)S(=O)(=O)c1cc(NC(=O)CSc2n[nH]c(=O)[nH]c2=O)ccc1Cl	0%	.	5%	.	.	0.22	-0.24	0.24	-0.22	2%	21%	2%
CN(C)/C=C1\Oc2ccc3ccccc3c2C1=O	11%	86%*	-30%	-10%	.	0.11	-0.26	-0.28	-0.059	0%	-12%	-5%
Cc1ccc(NC(=O)c2cc(N3C(=O)C=CC3=O)ccc2Cl)cc1C	4%	3%	-15%	6.8%	-10%	-3.4	1.7	-2.1	0.46	-4%	59%*	15%
O=C(NC(Cc1ccccc1)C(=O)O)/C(=C/c1ccc(F)cc1)NC(=O)c1ccccc1 (stereo unspecified)	6%	4%	12%	-6.3%	-5%	-0.056	-0.2	0.019	-0.24	-3%	-4%	0%
CCC12CC3CC(C1)CC(C(=O)Nc1nn[nH]n1)(C3)C2	1%	4%	-1%	-5.1%	6%	-0.95	0.053	-0.6	0.35	10%	-6%	-2%
O=C(COC(=O)c1ccc(Oc2ccccc2)cc1)Nc1nnc(-c2ccccc2)o1	-14%	0%	11%	-22%	-4%	1.5	-0.12	1.1	-1.2	-4%	1%	6%
COc1cccc(NC(=O)c2ccco2)c1	0%	9%	6%	-0.6%	5%	0.56	-0.19	0.48	0.17	-3%	3%	-7%
COc1ccc(CCNC(=O)COC(=O)/C=C/c2cccs2)cc1OC	0%	-2%	-1%	0.2%	-2%	1.1	-0.18	0.55	-1.4	-2%	-10%	1%
COCCNC(=O)C(OC(=O)c1cccs1)c1ccc(F)cc1 (stereo unspecified)	-2%	-1%	-1%	-3.5%	0%	-0.8	-0.29	-0.2	-0.05	-5%	16%	-8%
Cc1ccccc1NC(=O)NC1(C(=O)N2CCCC2)CCCCC1	1%	8%	10%	-6.2%	-4%	-0.082	-0.3	0.08	0.97	11%	-1%	-9%
CCOC(=O)c1sc(NC(=O)c2cc3c(C)nn(-c4ccccc4)c3s2)nc1C	.	0%	.	-5.5%	1%	.	.	.	.	-1%	16%	7%
Cc1nn(-c2ccccc2)c(Cl)c1/C=C1/C(=N)N2N=C(C(C)C)SC2=NC1=O	?	12%	42%	-3.9%	40%	-0.2	-0.2	-0.25	-0.17	2%	8%	2%
CCOC(=O)C1CCN(C(=O)CSCc2nc(-c3ccc(OCC)cc3)oc2C)CC1	1%	13%	6%	-2.8%	17%	0.68	0.17	0.71	-0.39	7%	1%	-1%
CN1CCCC(OC(=O)c2cc(Br)ccc2Cl)C1 (stereo unspecified)	-3%	2%	-3%	-0.1%	2%	-1.4	-0.16	-0.63	0.64	-1%	-4%	-4%
CCOC(=O)CSc1cc(-c2ccccc2)nc2ncnn12	5%	.	9%	.	.	-0.61	0.22	0.086	-0.69	-4%	-15%	-5%
CC1CCCCN1CCNC(=O)c1cc2c(-c3ccccc3F)nn(C)c2s1 (stereo unspecified)	6%	-6%	-24%	-2.1%	-6%	-0.67	-0.25	-0.24	0.54	1%	11%	-12%
O=C(Nc1cc2c3c(c1)C1CCCC1CN3CC1CCCC21)c1ccccc1 (stereo unspecified)	14%	-12%	-3%	-2.1%	-17%	-0.33	-0.14	0.54	0.69	0%	31%	-3%
CCc1cccc(C)c1NC(=O)CSc1ncn[nH]1	-5%	-3%	34%	-5.4%	-4%	-0.16	-0.051	0.23	0.47	-1%	3%	-9%
O=C(Nc1ccccc1N1CCCCC1)c1ccc(N2C(=O)c3ccccc3C2=O)cc1	1%	18%	-4%	1.0%	12%	1.1	-0.16	0.42	0.26	5%	7%	11%
Cn1cc(C(=O)N/N=C/c2ccc([N+](=O)[O-])cc2)c2ccccc21	9%	.	17%	.	.	0.27	-0.27	0.55	0.79	11%	25%	-7%
CC(=O)[C@@]1(O)CC[C@H]2[C@@H]3C[C@H](C)C4=CC(=O)CC[C@]4(C)[C@H]3CC[C@@]21C	7%	5%	9%	-10%	1%	-1.5	-0.21	-0.11	0.55	18%	-2%	-1%
CCOC(=O)N1CCN(C(=O)C2CCCN(S(=O)(=O)c3cc(C)ccc3OC)C2)CC1 (stereo unspecified)	0%	7%	-1%	-1.9%	5%	-0.68	-0.3	-0.098	0.97	-5%	-4%	-4%
CN(C)c1oc(-c2ccccc2F)nc1C#N	10%	4%	-21%	-3.1%	8%	-0.63	-0.27	-0.14	0.22	2%	13%	-20%
Cc1ccc(NC2=C([N+](=O)[O-])CS(=O)(=O)C2)cc1	4%	-1%	18%	-2.1%	-2%	-0.038	0.052	0.21	0.084	0%	-2%	0%
CCC(C)[C@H](Nc1nc(-c2ccccc2)nc2c1oc1ccccc12)C(=O)O (stereo partly specified)	6%	1%	51%	-0.6%	-6%	-0.27	-0.13	-0.3	0.1	3%	8%	9%
